# JMJD2A Tudor inh = inhibitors of human JMJD2A Tudor domain | AlphaScreen JMJD2A-Tudor / H3K4me3 peptide binding | AID 504339 | 4.4% of 390,000 active | Potency, µM (series often up to 114 µM), without a hit: top-dose activity change, negative = inhibition, usual class: inhibitors; further: potency means the concentration at half of the fitted maximal effect; on the % scale 0 is the no-effect control and ±100 the full control effect; nearly all actives have a fitted effect of over 50% in size
# HP1b chromo inh = HP1-beta chromodomain-methylated histone interaction inhibition | AlphaScreen HP1-beta / biotin-H3K9me3 peptide binding | Potency, µM (doses to about 114 µM), for the others: at the highest dose activity change, negative = inhibition, most hits filed as inhibitors | 0.56% of 390,000 active; further: potency means the concentration at half of the fitted maximal effect; nearly all actives have a fitted effect of over 70% in size; inactives centre near 23
# Target sequence (P83916 whole entry, looked up): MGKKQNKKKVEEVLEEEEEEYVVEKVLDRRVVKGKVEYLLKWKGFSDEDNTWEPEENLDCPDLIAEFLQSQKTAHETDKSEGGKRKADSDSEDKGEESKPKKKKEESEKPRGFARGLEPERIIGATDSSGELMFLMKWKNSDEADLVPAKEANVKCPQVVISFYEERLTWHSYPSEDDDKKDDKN
#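 HP1-beta protein (50 nM final) preincubated 30 min at room temperature with biotinylated H3(1-18)K9me3 peptide (50 nM) in PBS pH 7.4, 0.01% Tween-20, then compound added for 30 min. AlphaScreen streptavidin donor/nickel chelate acceptor beads (10 ug/mL final), 30 min dark, luminescence read.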
# PI4K2A block = inhibitors of human PI4K2A; Q9BTU6; purified PI4K2A, ADP-Glo luminescence, 1 h; stronger effect = lower value; activity change, negative = inhibition, % at 76.9 µM; 0.13% of 420,000 active; AID 1346378; in the data active means activity change below about -50%; inconclusive means mostly about -30% to -49%;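 further: -100% = wells without enzyme as full effect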
# Target sequence (Q9BTU6 whole entry, looked up): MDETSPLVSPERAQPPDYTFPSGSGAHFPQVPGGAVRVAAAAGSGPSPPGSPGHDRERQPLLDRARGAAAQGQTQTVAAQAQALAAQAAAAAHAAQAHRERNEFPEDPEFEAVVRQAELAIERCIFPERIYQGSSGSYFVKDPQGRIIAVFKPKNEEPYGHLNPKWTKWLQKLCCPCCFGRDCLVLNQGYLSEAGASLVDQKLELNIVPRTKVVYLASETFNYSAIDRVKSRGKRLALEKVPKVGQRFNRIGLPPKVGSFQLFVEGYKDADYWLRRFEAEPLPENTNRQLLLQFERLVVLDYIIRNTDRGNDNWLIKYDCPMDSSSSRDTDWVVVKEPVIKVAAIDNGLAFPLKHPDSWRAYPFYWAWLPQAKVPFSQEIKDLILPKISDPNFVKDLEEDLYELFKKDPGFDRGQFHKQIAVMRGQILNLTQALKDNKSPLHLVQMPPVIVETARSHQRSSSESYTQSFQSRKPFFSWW
#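 Compounds are screened against recombinant PI4K2A using PI as substrate and ATP, the latter dispensed at 300 microM. Reactions run one hour at ambient temperature before ADP-Glo detection; full inhibition defined by wells lacking enzyme.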
# G9a block = blocks human histone lysine methyltransferase G9a; G9a H3K9 monomethylation, AlphaScreen, 2 h; Potency, µM (titrated, usually from 102 µM), without a hit: at the highest dose activity, negative = inhibition, actives largely listed as inhibitors; 8.8% of 350,000 active; further: potency means the concentration at half of the fitted maximal effect; on the % scale 0 is the no-effect control and ±100 the full control effect; nearly all actives have a fitted effect of over 75% in size
#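 Signal arises when biotinylated H3K9 peptide, once monomethylated, bridges streptavidin donor and antibody-captured acceptor beads. Enzyme at 20 nM was preincubated 15 min with test compounds; peptide 500 nM and SAM 20 uM then reacted for 2 h.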
# BAZ2B block = blocks human BAZ2B. Q9UIF8. AlphaScreen BAZ2B-H3K14Ac peptide displacement. Potency, µM (titrated, usually from 114 µM), inactives show top-dose activity change, negative = inhibition, actives largely listed as inhibitors. 4.4% of 360,000 active; further: potency means the concentration at half of the fitted maximal effect; on the % scale 0 is the no-effect control and ±100 the full control effect; nearly all actives have a fitted effect of over 60% in size
#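 Complex of BAZ2B and biotin-H3K14Ac (50 nM apiece) forms over 30 min at RT, then faces library compounds up to 110 uM for another 30 min; AlphaScreen beads added, 20 min dark incubation, luminescence read.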
# ERG Ets-DNA blk = ERG Ets/DNA interaction inhibition; fluorescence polarization, His-ERG Ets domain / labelled DNA; 0.028% of 370,000 active; P11308; Potency, µM (doses to about 76.9 µM), without a hit: at the top dose FP activity, negative = inhibition, usual class: inhibitors; active means well fitted inhibition curve with a large enough effect in the polarisation, with a control signal flat; inconclusive means small, poorly fitted or top-dose-only effect, or effect the other way, or a change in a side signal; inactive means no such curve, though single readings can be large or run the other way; the % refers to the polarisation;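 further: polarization taken with two DNA probes labelled with fluorescein and Texas red; potency means the concentration at half of the fitted maximal effect; % of control where 0% means no effect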
#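 His-tagged ERG Ets domain (1 uM in the protein solution; 300mM KCl, 50mM Tris-HCl, 1mM EDTA, 1mM DTT, pH 7.5) received compound, then a probe mix of 5 nM fluorescein-DNA and 100nM Texas-615-DNA. Fluorescence polarization was read for both dyes.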
# Pin1 inh = blocks the human prolyl isomerase Pin1; Pin1 FP peptide displacement, HiFluor488, 10 min; Potency, µM (titrated, usually from 115 µM), for the others: at the highest dose activity, negative = inhibition, most hits filed as inhibitors; 0.009% of 390,000 active; AID 504891; active means well fitted inhibition curve with a large enough effect in the polarisation, with a control signal flat, not every such curve was filed as active; inconclusive means small, poorly fitted or top-dose-only effect, or effect the other way, or a change in a side signal; inactive means no such curve, though single readings can be large or run the other way; the % refers to the polarisation; further: potency means the concentration at half of the fitted maximal effect; on the % scale 0 is the no-effect control and ±100 the full control effect
# GLS inh = blocks human kidney-isoform glutaminase activity; 0.21% of 410,000 active; Potency, µM (highest dose often 45.5 µM), for inactives: top-dose activity change, negative = inhibition, most hits filed as inhibitors; AID 624170; GLS enzymatic activity, qHTS titration; further: potency means the concentration at half of the fitted maximal effect; on the % scale 0 is the no-effect control and ±100 the full control effect
#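 hKGA in 45 mM KH2PO4 pH 8.2, 0.02% Tween-20 with pin-transferred compounds; 1 mM L-glutamine (stock) plus glutamate oxidase/HRP/Amplex Red coupling added. Fluorescence read initially and after 30 min at RT.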
# PGK inhibitor = inhibitors of T. brucei phosphoglycerate kinase. P07378. PGK/GAPDH coupled, Kinase-Glo luminescence, 60 min. Potency, µM (highest dose often 57.5 µM), for the others: at the top dose activity change, negative = inhibition, actives largely listed as inhibitors. 0.043% of 380,000 active. AID 602233; further: potency means the concentration at half of the fitted maximal effect; on the % scale 0 is the no-effect control and ±100 the full control effect; nearly all actives have a fitted effect of over 60% in size
# Target sequence (P07378 whole entry, looked up): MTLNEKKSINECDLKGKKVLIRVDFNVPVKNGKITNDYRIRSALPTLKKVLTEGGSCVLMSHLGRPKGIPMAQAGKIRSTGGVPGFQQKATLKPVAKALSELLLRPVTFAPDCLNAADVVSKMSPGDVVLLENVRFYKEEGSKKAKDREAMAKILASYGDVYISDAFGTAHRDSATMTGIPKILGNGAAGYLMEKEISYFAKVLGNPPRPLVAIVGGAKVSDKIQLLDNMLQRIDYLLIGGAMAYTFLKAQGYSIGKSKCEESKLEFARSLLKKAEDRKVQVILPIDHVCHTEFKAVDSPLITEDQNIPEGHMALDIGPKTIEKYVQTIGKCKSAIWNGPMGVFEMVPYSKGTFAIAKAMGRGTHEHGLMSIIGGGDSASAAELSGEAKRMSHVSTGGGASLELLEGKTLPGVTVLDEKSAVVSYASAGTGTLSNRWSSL
#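 Luminescent ATP detection (Kinase-Glo Plus) follows a 60-minute room-temperature incubation, with wells lacking PGK as controls. Buffer: 100 mM TEA (pH 7.6), 5 mM MgCl2, 0.01% Tween-20. Coupling enzyme GAPDH (100 nM final) supplies unstable 1,3-BPG in-well.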
# * = called active by the depositor; i = inactive; ? = inconclusive; · = not tested or not shown; [ ] = dose if it differs, or a comment. Unless noted, the call rests on the fitted dose curve; in most records, active means well fitted curve in the direction sought with a large enough effect; inconclusive means small, poorly fitted or top-dose-only effect, or another doubt; inactive means no such curve, though single readings can be large; an effect the other way counts as inactive or inconclusive.
SMILES,JMJD2A Tudor inh,HP1b chromo inh,PI4K2A block,G9a block,BAZ2B block,ERG Ets-DNA blk,Pin1 inh,GLS inh,PGK inhibitor
CC(C)(C)C(=O)Nc1cc(C(F)(F)F)ccc1N1CCOCC1,-12%,16%,1,4%[59 µM],18%,9%,13%,-1%,i
O=C(CN1C(=O)c2ccccc2S1(=O)=O)NCCSCc1ccccc1Cl,-14%,-9%,13,-6%[59 µM],8%,-1%,6%,10%,-3%
COc1ccc(CNC(=O)CCC(=O)n2ncc3cc(C)ccc32)cc1,?,10%,3,?,8%,2%,-2%,2%,-3%
CCc1[nH]nc(C(=O)N2CCCC(CNS(=O)(=O)c3cccs3)C2)c1C (stereo not drawn),-7%,26%,4,6%,-16%,-4%,2%,0%,-5%
CCc1nnc(N2C(=N)SCC2=O)s1,28µM*,-2%,0,28µM*,79µM*,-3%,4%,9%,-5%
O=C(Cc1ccccc1)NCC(=O)N1CCc2ccccc2C1,-10%,21%,2,-11%,8%,-13%,-5%,3%,-7%
O=C(NCc1ccccc1)c1ccc(Cn2c(=O)c3cccn3c3cccnc32)cc1,10%,29%,-2,0%[59 µM],-22%,0%,8%,-4%,i
N/C(=N\OC(=O)c1ccc([N+](=O)[O-])cc1)c1ccc(Br)cc1,-17%,44%[activator],2,9%[0.501 µM],4%,-3%,-2%,-6%,0%
Cc1cccc(NC(=O)N2CCC(NC(=O)C3CCCCC3)CC2)c1,1%,-21%,7,12%,3%,0%,-1%,-19%,0%
O=C(CSc1nc(=O)n(Cc2ccccn2)c2c1CCC2)Nc1cccc(Cl)c1,8%,31%,-30,5%[59 µM],-2%,1%,-1%,5%,-5%
N#CCc1c(C#N)c(N)nc(N2CCN(S(=O)(=O)c3ccccc3)CC2)c1C#N,-21%,11%,3,?,9%,13%,?,2%,i
CCN1CCc2c(sc(NC(=O)Cc3ccccc3)c2C(=O)OC)C1,-26%,13%,10,?,3%,1%,1%,-1%,-9%
OC1C2CN3CCN(C2)CC1(Cc1ccccc1)C3 (stereo not drawn),-23%,7%,-1,-27%[59 µM],-16%,4%,-4%,0%,-1%
CC1CCCN(C(=O)COC(=O)/C=C/c2ccc(C(F)(F)F)cc2)C1 (stereo not drawn),5%,40%[activator],0,11%[2.33 µM],-1%,8%,4%,8%,-1%
Cc1ccc(O)c(N)c1,-32%,4%,4,10%[0.501 µM],-4%,6%,18%,-24%,-14%
COC(=O)C1=CN(C)C=C(C(=O)OC)C1c1ccsc1,15%,61%[activator],4,6%[59 µM],-2%,5%,-1%,-5%,-1%
CC(=O)c1ccc(N2CCN(C(=O)c3cc4c(s3)CCCC4)CC2)cc1,-24%,16%,-1,?,-31%,-4%,?,-3%,0%
CC(=O)N1N=C(c2ccco2)CC1c1ccc(C)cc1 (stereo not drawn),-7%,24%,2,-7%[59 µM],-4%,-11%,0%,-5%,-6%
CCOc1ccc(NC(=O)CN(C)C(=O)C2=COCCO2)cc1OCC,-4%,4%,0,1%[59 µM],-7%,-4%,-8%,3%,-1%
COc1ccc(OC)c2nc3c(C(=O)NCCN(C)C)cccc3nc12,-31%,-5%,2,·,·,42%[activator],-2%,19%,-8%
CCCCn1nc(NC(=O)c2cccs2)c2cc3ccccc3nc21,103%[activator],247%,0,15%,52%[activator],11%,11%,-2%,-4%
O=C1CCCN1CCCNS(=O)(=O)c1ccc(Br)cc1,-2%,13%,1,-30%,-13%,-14%,-8%,0%,i
CC(=O)Nc1ccc(S(=O)(=O)Oc2ccccc2N2C(=O)C3C4CCC(C4)C3C2=O)cc1 (stereo not drawn),-7%,17%,1,·,8%,0%,6%,6%,3%
C[C@H](N)C(=O)OCc1ccc([N+](=O)[O-])cc1,-12%,34%,2,-1%,-11%,-14%,6%,-3%,-6%
O=C(Cc1c(F)cccc1Cl)OCC(=O)c1ccc[nH]1,-13%,18%,-1,·,·,-12%,2%,-4%,-7%
COC(=O)c1nccnc1N,-20%,20%,-1,·,·,-14%,-2%,0%,-3%
Cc1cccn2c(=O)c3cc(C(=O)NCCc4ccccc4)c(=N)n(Cc4ccco4)c3nc12,-19%,48%[activator],-27,18%,-3%,-2%,?,-4%,-5%
O=C(Nc1sc2c(c1C(=O)O)CCCC2)c1cccs1,-20%,-6%,-7,?,-33%,3%,0%,·,-19%
C[C@H](CO)N1C[C@H](C)[C@@H](CN(C)C(=O)NC2CCCCC2)Oc2ccc(NC(=O)NC3CCCCC3)cc2C1=O,-8%,48%[activator],0,·,·,-7%,-1%,-2%,4%
Cc1onc(-c2ccccc2)c1C(=O)NC(C)C1CCCO1 (stereo not drawn),-3%,6%,2,3%[59 µM],-2%,-5%,-1%,1%,-4%
COCc1nnc(NC(=O)c2ccc(S(=O)(=O)N(C)C3CCCCC3)cc2)o1,79µM*,33%,10,?,?,-3%,-2%,10%,-1%
COC(=O)CC(NS(=O)(=O)c1cccs1)c1ccccc1Cl (stereo not drawn),-6%,16%,-7,-25%[59 µM],-4%,-1%,-1%,?,i
CCCOc1ccc(-c2nn(-c3ccccc3)cc2C2NC(=O)NC(C)=C2C(=O)OC)cc1C (stereo not drawn),-7%,31%,-1,-12%[59 µM],0%,2%,0%,5%,-9%
COC(=O)c1ccccc1NC(=O)N1CCN(c2ccccc2F)CC1,10%,48%[activator],1,18%,4%,-1%,-7%,-5%,i
Cc1cnc(Sc2ncccc2[N+](=O)[O-])nc1,9%[57.1 µM],27%,1,·,·,5%,-3%,9%,-8%
CCC(C(=O)NCCc1ccccc1)n1nc(C)n2c(cc3sccc32)c1=O (stereo not drawn),-13%,17%,-4,3%[59 µM],0%,0%,-2%,0%,i
CC(=O)N/C(=C\c1ccccc1)C(=O)OCc1cc(C)ccc1C,-3%,29%,-1,1%,8%,-5%,-2%,0%,1%
Cc1ccc2oc3c(c(=O)c2c1)C(c1cccc(O)c1)N(Cc1ccccc1Cl)C3=O (stereo not drawn),-15%,5%,1,11%[59 µM],0%[57.1 µM],0%,-9%,1%,5%
O=[N+]([O-])c1ccccc1N/N=C/c1ccccc1,-16%,3%,-1,-21%,-12%,1%,0%,5%,i
CC(C)Cn1c(SCC(=O)N2CCCc3ccccc32)nc2ccccc2c1=O,1%,23%,3,11%[59 µM],-12%,-2%,18%,?,8%
Cc1cc(C(=O)c2ccc3ccccc3c2)c(C)o1,35%,73%[activator],-5,·,·,-13%,1%,-10%,-3%
O=C(CCCN=C1NS(=O)(=O)c2ccccc21)OCc1cc([N+](=O)[O-])cc2c1OCOC2,-4%,5%[57 µM],5,10%,·,-2%,-8%,-1%,-7%
Cc1ccc(Nc2nc3c([nH]2)c(=O)n(C)c(=O)n3C)cc1,-16%,6%,-2,·,-33%,2%,4%,5%,-3%
Cc1ccc(S(=O)(=O)N(C)c2ccc(OCC(=O)OCc3ccc(C#N)cc3)cc2)cc1,-8%,23%,-1,·,·,6%,16%,2%,i
Cc1c(C(=O)N2CC(C)OC(C)C2)[nH]c2ccc(Br)cc12 (stereo not drawn),-27%,-1%,-5,-9%,-25%,-1%,-1%,7%,i
COc1nccnc1NS(=O)(=O)c1ccc(NC(=S)NC(=O)c2ccc(F)c(F)c2)cc1,-14%,-2%,-1,50µM*,?,-5%,2%,16%,3%
CCOC(=O)Nc1c(Cl)n(C)c(=O)n(C)c1=O,-15%,31%,-3,10%,2%,10%,6%,2%,-2%
CCCCN(CCCC)CCNC(=O)c1cc(-c2cccnc2)nc2ccc(S(=O)(=O)N3CCC(C)CC3)cc12,-11%,51%[activator],-4,-23%[59 µM],8%,9%,-3%,4%,1%

# Complete entries as entered above. Order of screens: JMJD2A Tudor inh, HP1b chromo inh, PI4K2A block, G9a block, BAZ2B block, ERG Ets-DNA blk, Pin1 inh, GLS inh, PGK inhibitor
# `Cc1ccc(S(=O)(=O)N(C)c2ccc(OCC(=O)OCc3ccc(C#N)cc3)cc2)cc1` across the screens: -8%, 23%, -1, ·, ·, 6%, 16%, 2%, i
# `Cc1ccc(Nc2nc3c([nH]2)c(=O)n(C)c(=O)n3C)cc1` across the screens: -16%, 6%, -2, ·, -33%, 2%, 4%, 5%, -3%

# Later entries
SMILES,JMJD2A Tudor inh,HP1b chromo inh,PI4K2A block,G9a block,BAZ2B block,ERG Ets-DNA blk,Pin1 inh,GLS inh,PGK inhibitor
COc1ccc2c(Sc3ccc(C)cc3)c(C(=O)NC(C)C)[nH]c2c1,?,-15%,0,?,?,-3%,-3%,-2%,i
CCc1nnc(NC(=O)CN2CCN(Cc3ccc(C)cc3)CC2)s1,-25%,25%,0,9%,7%,3%,-6%,2%,-5%
CCC1CCCCN1C(=O)c1cccc(S(=O)(=O)Nc2cc(C(F)(F)F)ccc2Cl)c1 (stereo not drawn),-24%,18%,-1,?,-5%,-1%,47%[activator],3%,-9%
CC(=O)c1sc(NC(=O)c2cc(-c3ccccc3)nn2-c2ccccc2)nc1C,-13%,7%,0,8%[59 µM],-33%,-3%,4%,3%,-6%
CN(Cc1ccccn1)Cc1nc(Cc2ccccc2Cl)no1,-20%,19%,7,1%,-3%,-5%,-3%,3%,i
Cn1c(=O)c2c(nc(NCCOc3ccc(C(C)(C)C)cc3)n2C)n(C)c1=O,0%,23%,1,-2%,-3%,-5%,1%,0%,-3%
COc1nnc(-c2ccc(N3CCOCC3)c(NC(=O)c3ccco3)c2)c2ccccc12,-22%,9%,-6,-30%[12.7 µM],-28%,7%,-6%,9%,-5%
Cc1ccc(C)c(CN2C(=O)CSc3ccc(C(=O)N4CCCC4)cc32)c1,-14%,-9%,-3,-6%,4%,25%,-1%,21%,6%
